High-throughput results (PubChem)
E-selectin induc = E-selectin induction in HUVECs, primary screen, imaging, HUVEC, immunofluorescence imaging, single point | P16581 | normalized: neutral wells 0, TNF-alpha wells 100 | activation, % at 7.58 µM | 260,000 tested, 0.37% active;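 active means mean E-selectin-positive cell signal at least 10% of the positive control, reached in at least 60% of replicates, without over 20% cell loss; inconclusive means no rule given, readout overlaps actives, possibly toxicity-flagged; inactive means the rest, including those meeting only one limit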;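 further: in these data hits start at about 27%; measured in HUVEC primary endothelial cells; signal is the percent of cells scored E-selectin positive by PE staining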
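Read-out: % PE-positive cells | Test system: HUVEC | Doses: One compound dose added by pin transfer | Buffer or medium: EGM-2 over gelatin coat | Signal: Immunofluorescence imaging | Benchmarks: TNF-alpha, DMSO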
F508del corr = F508del CFTR correction, initial screen, CFBE line, single point; CFBE cells, YFP halide quenching; stimulated with forskolin plus potentiator P3; % fluorescence drop versus neutral controls; activity (quench increase), % at 7.58 µM; 350,000 tested, 0.36% active;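 active means mean added fluorescence quench of at least 8% versus neutral control, with both replicates also reaching 8%; inconclusive means only one of the mean or replicate conditions met; inactive means mean below 8% and not both replicates reaching 8%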;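 further: cells transiently co-express mutant CFTR-F508del with the halide-sensitive YFP; corrector assay measuring rescue of mutant channel to the surface after 24 h compound exposure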
CASP6 VEID inh = human caspase-6 inhibitors, primary screen, biochemical, VEID-R110 fluorescence, single point, set 2; purified caspase-6, Z-VEID-R110 cleavage fluorescence; inhibition, % at 12.5 µM; P55212; 350,000 tested, 0.53% active; AID 686996, 2013;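 active means mean inhibition across replicates at least about 35%, with every replicate also reaching that limit, limit read from the data; inconclusive means only one of the two criteria met; inactive means neither criterion met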;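 further: 0% = median of neutral control wells and 100% = no fluorescence left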
Target sequence (P55212 24-179 limits assumed): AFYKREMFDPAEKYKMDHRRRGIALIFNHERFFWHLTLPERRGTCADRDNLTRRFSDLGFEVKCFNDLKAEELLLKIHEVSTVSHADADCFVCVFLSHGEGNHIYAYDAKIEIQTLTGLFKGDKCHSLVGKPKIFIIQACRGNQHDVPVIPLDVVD
Target sequence (P55212 194-293 limits assumed): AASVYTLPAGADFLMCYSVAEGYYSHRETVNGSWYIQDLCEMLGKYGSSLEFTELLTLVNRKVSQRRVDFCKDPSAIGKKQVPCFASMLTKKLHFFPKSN
RAD52 anneal inh = RAD52 DNA annealing inhibitors, primary screen, biochemical, FRET, single point, set 2. DNA repair protein RAD52 homolog (Homo sapiens), P43351. recombinant RAD52 DNA annealing, FRET fluorescence. inhibition, % at 18.7 µM. 360,000 tested, 0.46% active;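 active means every replicate showing at least 50% inhibition; inconclusive means mean inhibition at least 50% but not in every replicate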
Target sequence (P43351 whole entry, looked up): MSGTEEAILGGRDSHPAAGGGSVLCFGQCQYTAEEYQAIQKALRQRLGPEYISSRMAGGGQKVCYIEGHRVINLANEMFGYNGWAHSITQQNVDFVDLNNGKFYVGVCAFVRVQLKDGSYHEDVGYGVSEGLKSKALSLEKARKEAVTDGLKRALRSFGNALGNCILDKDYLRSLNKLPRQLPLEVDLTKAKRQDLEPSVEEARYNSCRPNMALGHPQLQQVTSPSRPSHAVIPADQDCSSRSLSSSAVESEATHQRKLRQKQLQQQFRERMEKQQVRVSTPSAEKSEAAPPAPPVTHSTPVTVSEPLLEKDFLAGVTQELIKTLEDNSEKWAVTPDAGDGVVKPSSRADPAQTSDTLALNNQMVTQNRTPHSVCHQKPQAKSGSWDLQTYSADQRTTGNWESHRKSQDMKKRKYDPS
XiGFP reactiv = activators of inactive X chromosome reactivation, primary screen, imaging, XiGFP fibroblasts, GFP high-content imaging, set 2 | XiGFP mouse fibroblasts, % GFP-positive cells imaging, 3 d; cells co-treated with 5-aza-dC sensitizer; scaled so ellipticine positive control = 100% | activation, % at 7.58 µM | 360,000 tested, 0.055% active;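 active means mean normalized replicate activation at least 10% and every replicate at or above 10%; inconclusive means only one of the two criteria met; inactive means mean below 10% and not all replicates reach 10%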;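 further: 0% = median of on-plate neutral control wells and 100% = ellipticine 6 µM median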
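Material: XiGFP fibroblasts, SV40-immortalized; Buffer or medium: DMEM containing 5-aza-dC; Compound dosing: single point; Times: 3 days compound exposure.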
RAD54 branch = inhibitors of human RAD54 branch migration, primary screen, biochemical, fluorescence, single point | inhibition, % at 10.4 µM | RAD54 Holliday junction branch migration, FAM/BHQ fluorescence | 360,000 tested, 0.14% active;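 active means mean normalized replicate activity at least 40 and at least half of replicates scoring 40 or more; inconclusive means only one of the two criteria met; inactive means mean below 40 and under half of replicates reaching 40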;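 further: 0% = median of neutral control wells and 100% = median of positive control wells; inhibitors cause a drop in the FAM fluorescence signal; in these data hits start at about 50%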
DENV2 CPE = inhibitors of DENV2 cytopathic effect, primary screen, cell-based, plate reader, single concentration; DENV2-infected cells, cytopathic effect rescue; CPE inhibition, % at 9.99 µM; 350,000 tested, 1.7% active; AID 651640, 2012; in the data active means CPE inhibition above about 20%, passing the limit was not always enough; inconclusive means no clear call, values can overlap the other calls; tested in BHK-21 cells;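 further: 0% = median of neutral control wells and 100% = median of positive control wells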
INS-1E GSIS act = GLuc luminescence reporter in INS-1E cells, primary screen for activators of glucose-dependent secretion of insulin. INS-1E GLuc reporter insulin secretion, 2-3 h. activation, % at 16.6 µM. 370,000 tested, 0.61% active. AID 743287, 2014;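 active means lowest replicate activation of at least 40%, so every replicate reaches that level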;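 further: 0% = median of neutral control wells and 100% = median of IBMX positive control wells; some compounds called inactive have numbers as strong as hits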
* hit, by the source's call; ? = inconclusive; / = no result given. The order is random; any-hit rate near 3.7%.

SMILES | E-selectin induc | F508del corr | CASP6 VEID inh | RAD52 anneal inh | XiGFP reactiv | RAD54 branch | DENV2 CPE | INS-1E GSIS act
C[C@@H]1CCCCO[C@H](CN(C)Cc2ccc(Cl)c(Cl)c2)[C@@H](C)CN([C@H](C)CO)C(=O)c2cc(NS(=O)(=O)c3ccc(F)cc3)ccc2O1 | -0.1 | -0.3 | 0.2 | -18.1 | 0.1 | 0.5 | -2.9 | 0.7
COCCNC(=O)/C(C#N)=C/c1ccc(O)cc1 | / | -1.6 | -0.9 | -9.9 | -0.1 | / | -0.6 | 7.5
Nc1nc(NCc2ccco2)nc(N2CCOCC2)c1[N+](=O)[O-] | 1.9 | 1.0 | -0.1 | -11.8 | 0.0 | / | 1.4 | 6.0
CNC[C@H]1Oc2c(NC(=O)Nc3cccc4ccccc34)cccc2C(=O)N([C@H](C)CO)C[C@@H]1C | -0.1 | -2.8 | 0.3 | 0.0 | 0.3 | -10.8 | -8.3 | -6.9
CN(C)C(=O)c1cccc(-c2ccccc2[C@@H]2[C@@H](CO)N(C(=O)C3CCCCC3)[C@H]2C#N)c1 | 0.0 | -2.9 | -1.7 | 6.4 | 0.0 | / | 1.8 | -12.0
CN(C)CC(=O)Nc1ccc2c(c1)[C@H]1C[C@@H](CC(=O)NCc3cccc(F)c3)O[C@@H](CO)[C@H]1O2 | -0.3 | -2.1 | 0.7 | -1.6 | 0.0 | -1.2 | -6.9 | 9.7
COC(CNC(=O)c1ccc2c(c1)ncn2-c1cc(C)cc(C)c1)OC | 1.5 | 1.2 | 0.6 | -7.6 | 0.0 | -5.3 | -2.4 | 9.6
CCOc1ccc(C(=O)CSCC(=O)O)cc1 | 4.8 | 2.7 | 0.7 | -6.9 | 0.3 | -4.9 | 5.7 | 5.4
COc1ccc(-c2ccc3c(c2)[C@H]2[C@H](CCN2C(=O)C2CCCC2)[C@H](CO)N3C)cc1 | -0.1 | -2.7 | -4.5 | 49.0 | -0.1 | / | 15.6 | -47.0
Nc1nonc1-n1nnc(C(=O)N/N=C/c2ccccc2O)c1CN1CCCC1 | 0.2 | -1.2 | -6.1 | -34.4 | 0.5 | 3.9 | -1.7 | -4.1
COC(=O)c1ccc(NC(=S)Nc2cccc(C)n2)cc1 | / | 0.5 | -0.8 | -11.1 | -0.2 | / | ? | 10.7
O=C(CCN1C(=O)/C(=C/c2cccc(Br)c2)SC1=S)NNC(=O)c1cccnc1 | / | -0.7 | 1.0 | 4.4 | / | -2.9 | 3.1 | -4.1
CO[C@H]1CN(C)C(=O)c2cc(NC(=O)c3ccccc3F)ccc2OC[C@@H](C)N(CC2CC2)C[C@@H]1C | -0.1 | 0.8 | -3.3 | 8.3 | 0.1 | -10.8 | -1.7 | 4.4
CCNC(=O)Nc1ccc2c(c1)C(=O)N(C)[C@H]1CC[C@H](CC(=O)Nc3ccccc3)O[C@@H]1CO2 | 0.0 | -3.2 | -1.6 | 1.1 | 0.0 | -1.4 | 1.6 | -3.7
CC1=CC2=NC(=O)/C(=C\c3cc(C)n(-c4ccc(F)cc4)c3C)C(=N)N2O1 | / | / | 0.4 | -20.2 | -0.1 | / | 2.2 | /
COc1ccc(Br)cc1S(=O)(=O)NNC(=O)c1c(C)nc2ccccn12 | / | 2.5 | -2.0 | -21.1 | 0.0 | / | -1.9 | 10.8
CCC(=O)N1CC2(CCN(C(=O)Nc3c(C)noc3C)CC2)c2c([nH]c3cc(OC)ccc23)[C@@H]1CO | 1.0 | 3.3 | 2.3 | -8.7 | 0.2 | / | -10.0 | 14.2
O=S(=O)(NCCc1ccccc1)c1cccc2nsnc12 | / | -1.9 | 1.0 | 0.8 | / | -19.9 | / | -2.6
CCN(C[C@H]1N[C@@](CC)(C(=O)OC)[C@H]2C(=O)N(Cc3ccccc3)C(=O)[C@@H]12)C(=O)NC(C)C | / | -1.8 | -1.2 | -9.1 | 0.4 | -3.4 | -4.1 | 28.5
NN1C(=O)/C(=C\c2ccco2)SC1=S | -0.4 | -2.7 | 70.3* | -6.2 | 0.1 | 4.8 | -1.8 | /
COc1ccccc1NC(=O)Cc1noc(CSc2nnc(C(F)(F)F)n2C)n1 | 1.9 | 0.5 | 1.8 | -24.5 | 0.0 | / | 14.3 | 10.7
C[C@H](O)C#Cc1ccc([C@@H]2[C@@H](CO)N3CCCCN(C(=O)Nc4ccccc4)C[C@@H]23)cc1 | 0.2 | 0.0 | 5.0 | -55.0 | 0.4 | -8.0 | 1.2 | 4.2
Cc1ccc(NC(=O)CSC(C)C(=O)NCCc2ccccn2)cc1 (stereo not given) | 4.7 | 0.8 | 2.3 | -3.8 | -0.1 | / | 0.2 | 3.9
O=S(=O)(CCN1CCCC1)NCCNS(=O)(=O)c1ccc(F)cc1Br | -0.2 | -3.2 | 2.1 | -54.9 | 0.1 | -3.6 | -2.2 | 4.5
C[C@@H]1CN([C@@H](C)CO)C(=O)Cc2cc(NC(=O)Nc3ccc(C(F)(F)F)cc3)ccc2O[C@H]1CN(C)Cc1ccc(Oc2ccccc2)cc1 | 19.0 | 0.0 | / | / | -0.1 | -11.2 | 14.5 | 4.0
SMILES | E-selectin induc | F508del corr | CASP6 VEID inh | RAD52 anneal inh | XiGFP reactiv | RAD54 branch | DENV2 CPE | INS-1E GSIS act
CS(=O)(=O)c1ccc(C(=O)OCC(=O)N(CCc2ccccc2)Cc2ccccc2)cc1 | / | / | 2.3 | -13.0 | / | 11.7 | / | 8.8
Cc1cccnc1NC(=O)c1csnn1 | -0.1 | 3.1 | -1.1 | -5.6 | 0.0 | -0.1 | 0.7 | 10.7
C[C@@H]1CN([C@H](C)CO)C(=O)c2cc(NC(=O)Cc3ccccc3)ccc2O[C@H]1CN(C)Cc1ccccc1 | 0.0 | -1.9 | 1.2 | -9.4 | 0.1 | -4.5 | 6.3 | -2.2
O=C(C1CCCCC1)N1C[C@@H]2[C@H](c3ccccc31)[C@H](CO)N2C(=O)c1ccccc1F | -0.6 | 0.8 | 2.3 | -3.4 | 0.0 | 1.5 | -11.3 | -0.5
C[C@@H]1CN([C@H](C)CO)C(=O)c2cc(/C=C/c3ccccc3)cnc2O[C@@H]1CN(C)C(=O)C1CC1 | -0.4 | -2.0 | -2.0 | 1.4 | 0.0 | / | -8.5 | -8.3
COCCNC(=O)/C(C#N)=C/c1c(N2CCN(C)CC2)nc2ccccn2c1=O | -0.1 | -0.4 | -12.0 | -9.6 | 0.3 | -8.1 | ? | 4.6
Cc1ccc(Cl)cc1NC(=O)C(=O)N/N=C/c1ccc2c(c1)OCO2 | -0.2 | 0.1 | 0.9 | -9.4 | 0.1 | -7.6 | -1.0 | 5.9
CCOC(=O)C1=C(C)N=c2s/c(=C/c3cccc([N+](=O)[O-])c3O)c(=O)n2C1c1cc(OC)c(OC)c(OC)c1 (stereo not given) | 0.7 | 3.9 | 19.9 | -3.9 | 0.1 | -44.0 | -7.2 | -24.1
COc1ccc(CNC(=O)C2CCCN(C(=O)Nc3ccccc3OC)C2)cc1 (stereo not given) | / | -2.1 | 1.0 | -1.5 | 0.2 | -2.1 | -4.2 | -0.9
COc1ccc(S(=O)(=O)NNc2nc(C)cc(C)n2)cc1[N+](=O)[O-] | 0.3 | -0.1 | 0.2 | -18.8 | 0.6 | -5.8 | 16.3 | 4.2
CO[C@H]1CN(C)C(=O)c2ccc(NC(=O)c3nc4ccccc4s3)cc2OC[C@H](C)N(Cc2ccncc2)C[C@H]1C | 0.1 | 1.2 | -0.5 | 10.8 | 0.0 | -5.8 | -9.4 | -39.1
Cc1ccc(-c2ccc(CN3C(CC(C)C)C(=O)N(Cc4cn(CC5CCCCC5)nn4)CCS3(=O)=O)cc2)cc1 (stereo not given) | 1.0 | 1.8 | -2.7 | 3.4 | 0.4 | 6.6 | -11.7 | -1.7
CCOC(=O)C1CCN(S(=O)(=O)c2ccccc2[N+](=O)[O-])CC1 | -0.2 | 0.7 | -2.5 | -10.8 | 0.0 | 4.2 | -2.2 | 19.6
CCOC(=O)C1CCN(C(=O)COC(=O)c2oc3ccc(OC)cc3c2C)CC1 | / | 2.2 | 1.2 | -6.9 | -0.1 | 4.8 | -5.9 | -5.0
CCN(CC(=O)Nc1ccc(Br)cc1)C(=O)c1nc2nc(C)cc(C)n2n1 | / | 1.0 | 0.7 | -12.8 | -0.2 | 8.4 | 4.9 | -19.0
CN1C(=O)c2cc(NC(=O)c3cccs3)ccc2OC[C@H]2O[C@@H](CC(=O)O)CC[C@@H]21 | 0.1 | 0.0 | / | / | 0.1 | / | / | 10.6
CC(C)(C)c1nc(SCC(=O)N2CCCC2)c2ccccc2n1 | / | -1.6 | -0.7 | -9.8 | 0.2 | / | 3.0 | 1.9
COc1ccc2c3c(n(C)c2c1)[C@@H](CO)N(S(C)(=O)=O)CC31CCN(C(=O)C2CC2)CC1 | -0.1 | 3.1 | -1.0 | 0.9 | 0.0 | / | 7.4 | -0.3
COc1ccc(OCC(=O)Nc2nnc(S(=O)(=O)N3CCCCCC3)s2)cc1 | -0.1 | -0.8 | -6.8 | -16.4 | 0.1 | -4.2 | 0.5 | -1.0
CC(=O)Nc1ccc(NC(=O)Cn2cnc(S(=O)(=O)N3CCOCC3)c2)cc1 | / | -0.1 | 4.5 | -0.2 | 0.1 | -10.9 | -7.1 | 32.0
O=C1CCCCC1 | / | -1.6 | 0.5 | 91.0* | / | -3.7 | 1.1 | 5.2
O=C(c1cccc(F)c1)N1CC[C@@H]2[C@@H](CO)Nc3ccc(C#Cc4ccc(F)cc4)cc3[C@@H]21 | / | 2.4 | 0.6 | -21.6 | / | 2.6 | 1.4 | /
C[C@H]1CN([C@@H](C)CO)C(=O)Cc2cc(NS(=O)(=O)c3cn(C)cn3)ccc2O[C@@H]1CN(C)Cc1ccc2c(c1)OCO2 | -0.2 | -1.1 | / | / | 0.2 | -0.3 | -1.8 | 2.8
COc1ccc(S(=O)(=O)N[C@H]2C=C[C@@H](CC(=O)O)O[C@@H]2CO)cc1 | 0.6 | -2.4 | 3.4 | 10.4 | 0.6 | -6.4 | -1.7 | 6.0
CO[C@@H]1CN(C)C(=O)c2cc(NC(=O)C3CC3)ccc2OC[C@@H](C)N(C(=O)c2ccccc2)C[C@@H]1C | 0.1 | 0.0 | 1.7 | -4.3 | -0.5 | -2.2 | 1.6 | 1.9
CCOC(=O)N1CCN(C(=O)c2ccc3c(c2)N(Cc2cc(C)ccc2C)C(=O)c2ccccc2S3=O)CC1 (stereo not given) | / | -0.1 | 3.9 | -4.0 | 0.0 | -6.4 | -3.5 | -10.7

Reformatted with values under each structure: entries from further up
The line under a structure holds: E-selectin induc, F508del corr, CASP6 VEID inh, RAD52 anneal inh, XiGFP reactiv, RAD54 branch, DENV2 CPE, INS-1E GSIS act
> O=C(c1cccc(F)c1)N1CC[C@@H]2[C@@H](CO)Nc3ccc(C#Cc4ccc(F)cc4)cc3[C@@H]21
  /, 2.4, 0.6, -21.6, /, 2.6, 1.4, /
> CS(=O)(=O)c1ccc(C(=O)OCC(=O)N(CCc2ccccc2)Cc2ccccc2)cc1
  /, /, 2.3, -13.0, /, 11.7, /, 8.8
